CHT block = inhibitors of human choline transporter CHT. High affinity choline transporter 1 (Homo sapiens), Q9GZV3. CHT-expressing cells, membrane potential dye, choline response; active compounds read low. B-score at 10 µM. 310,000 tested, 0.86% active;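 active = B-score over 3 SD under the library average, and starting fluorescence ratio not unusually high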;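 also: choline stimulus applied at its EC90 after an EC20 pre-addition; B-score computed on integrated fluorescence ratio after choline addition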
Target sequence (Q9GZV3 whole entry, looked up): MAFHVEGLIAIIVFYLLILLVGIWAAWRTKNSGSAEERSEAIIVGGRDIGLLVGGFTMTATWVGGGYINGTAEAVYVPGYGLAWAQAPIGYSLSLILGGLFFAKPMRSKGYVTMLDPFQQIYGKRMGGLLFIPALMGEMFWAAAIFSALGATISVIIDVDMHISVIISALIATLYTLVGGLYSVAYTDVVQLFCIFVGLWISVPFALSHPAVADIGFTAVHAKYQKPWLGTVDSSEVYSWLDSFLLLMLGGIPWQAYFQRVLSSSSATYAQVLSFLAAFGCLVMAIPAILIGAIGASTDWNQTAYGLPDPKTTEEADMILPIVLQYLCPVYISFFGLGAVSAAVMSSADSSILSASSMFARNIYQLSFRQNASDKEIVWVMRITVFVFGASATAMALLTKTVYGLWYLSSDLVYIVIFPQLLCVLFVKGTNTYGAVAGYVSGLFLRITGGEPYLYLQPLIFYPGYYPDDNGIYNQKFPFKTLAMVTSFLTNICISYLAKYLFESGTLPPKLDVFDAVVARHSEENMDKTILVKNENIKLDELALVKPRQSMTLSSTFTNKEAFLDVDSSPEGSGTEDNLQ
CHT PAM = CHT positive allosteric modulators, primary screen, cell-based, membrane potential dye, choline EC20 | CHT-expressing cells; active compounds read high; LV-AA mutant CHT in HEK293 cells | B-score at 10 µM | 310,000 tested, 0.49% active | AID 488977, 2010;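 active = initial fluorescence not abnormally high and integrated response B-score, plate-corrected, over 3 SD above library mean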
Numbers without * were called inactive; i = inactive.

SMILES	CHT block	CHT PAM
COc1ccc(NC(=O)C(=O)NCC(=O)Nc2cc(OC)ccc2OC)cc1	i	i
Cc1noc(C)c1S(=O)(=O)N1CCCC(C(=O)NC2CCCCC2)C1 (centres undefined)	i	i
NC(=O)N/N=C/c1ccc(-c2ccc([N+](=O)[O-])cc2)o1	i	i
CN(C(=O)CSc1ncccn1)C1CCS(=O)(=O)C1 (centres undefined)	i	i
C(=N\Nc1nc(Nc2ccccc2)nc(N2CCOCC2)n1)/c1c[nH]c2ccccc12	i	i
COCCN=C1N[C@@H](c2ccccc2)C(C(=O)OC)=C(C)N1Cc1ccccc1	i	i
CCOC(=O)c1ccc(NC(=O)CSc2ncccn2)cc1	i	i
CCOC(=O)C1CCCN(S(=O)(=O)c2ccc3c(c2)C(C)(C)C(=O)N3C)C1 (centres undefined)	i	i
Cn1c(=O)oc2cc(S(=O)(=O)N3CCC(C(=O)N4CCN(c5ccc(F)cc5)CC4)CC3)ccc21	i	i
CN(C)c1ccc(CN(C(=O)c2ccccc2Br)C2CCS(=O)(=O)C2)cc1 (centres undefined)	i	i

Looked up by compound from above:
SMILES	CHT block	CHT PAM
COc1ccc(NC(=O)C(=O)NCC(=O)Nc2cc(OC)ccc2OC)cc1	i	i
CCOC(=O)C1CCCN(S(=O)(=O)c2ccc3c(c2)C(C)(C)C(=O)N3C)C1 (centres undefined)	i	i
C(=N\Nc1nc(Nc2ccccc2)nc(N2CCOCC2)n1)/c1c[nH]c2ccccc12	i	i
CN(C(=O)CSc1ncccn1)C1CCS(=O)(=O)C1 (centres undefined)	i	i
NC(=O)N/N=C/c1ccc(-c2ccc([N+](=O)[O-])cc2)o1	i	i
CN(C)c1ccc(CN(C(=O)c2ccccc2Br)C2CCS(=O)(=O)C2)cc1 (centres undefined)	i	i

(more compounds)
SMILES	CHT block	CHT PAM
CC(C)CCOc1ccc(C(=O)NCC(c2ccco2)N(C)C)cc1 (centres undefined)	i	i
O=C(Nc1ccccc1N1CCN(C(=O)c2ccccc2)CC1)c1cc2ccccc2o1	i	i
COc1ccccc1NC(=O)COC(=O)c1ccccc1OCC(=O)Nc1ccc(SC(F)F)cc1	i	i
CN(C)c1ccc(/C=N/NC(=O)C(O)(c2ccccc2)c2ccccc2)o1	i	i
CC(=O)N1c2ccccc2C(C)(C)C2CCC(C)CC21 (centres undefined)	i	i
O=C(O)c1ccccc1/C=N/N1CCN(C2c3ccccc3-c3ccccc32)CC1	i	i
Cc1ccc(OCC(=O)NCCN2CCCC2)cc1	i	i
O=C(CSc1nnc2ccccn12)NCc1ccc2c(c1)OCO2	i	i
COc1ccccc1P(=O)(c1ccccc1)c1ccc([N+](=O)[O-])cc1 (centres undefined)	i	i
O=C(CN1CCN(S(=O)(=O)c2ccc(Br)cc2)CC1)N/N=C/c1cc([N+](=O)[O-])ccc1Cl	i	i
CCCOc1ccc(-c2nnn(CC(=O)c3ccc4c(c3)OCCO4)n2)cc1	i	i
CCc1ccc2c(COn3nnc4ccc(S(=O)(=O)N(C)C)cc43)cc(=O)oc2c1	i	i
O=C(NC1CC1)C(=O)c1c[nH]c2ccccc12	i	i
O=C(NCCS(=O)(=O)NCCc1ccccc1)c1ccccc1	i	i
NC(=O)NNC(=S)Nc1cccc2ccccc12	i	i
CCCN(CC(=O)Nc1ccccc1OC)C(=O)CCC(=O)c1ccc(F)cc1	i	i
COc1cccc(CCc2nnc(CCC(=O)NC(C)c3c(C)nn(C)c3C)o2)c1 (centres undefined)	i	i
Cc1cccc(S(=O)(=O)NNC(=O)Cc2cccn2C)c1	i	i
O=C(C[n+]1ccc(C(=O)N/N=C/c2ccc(O)cc2)cc1)c1ccccc1	i	i
CCC1(c2ccc(F)cc2)NC(=O)N(CC(=O)NCc2ccc(C)cc2)C1=O (centres undefined)	i	i

Complete entries, looked up by structure. Order of values: CHT block	CHT PAM
Record of `O=C(Nc1ccccc1N1CCN(C(=O)c2ccccc2)CC1)c1cc2ccccc2o1` → i	i
Record of `O=C(CN1CCN(S(=O)(=O)c2ccc(Br)cc2)CC1)N/N=C/c1cc([N+](=O)[O-])ccc1Cl` → i	i

(listing goes on)
SMILES	CHT block	CHT PAM
COCC(=O)N(CCc1ccc(OC)c(OC)c1)Cc1nc2ccccc2c(=O)[nH]1	i	i
COc1cc(C2C3=C(CCCC3=O)Nc3[nH]n(-c4ccccc4)c(=O)c32)ccc1O (centres undefined)	i	i
C/C(CC(=O)Nc1ccc(N(C)C)cc1)=N\NC(=O)Cc1csc(N)n1	i	i
O=C(NNC(=O)c1ccc2ccccc2c1O)NC1CCCCC1	i	i
C/C(=C\C(=O)c1ccccc1)Nc1ccc(Br)c(Cl)c1	i	i
CC(C)(C)C1CCC(=O)C(C2(O)C(=O)Nc3ccccc32)C1 (centres undefined)	i	i
CSC(=NNC(=O)c1ccc(O)cc1)SC	i	i
CSc1ccccc1OCc1cc(C(=O)N2CCC[C@H]2C(N)=O)no1	i	i
CNc1ccccc1C(=O)OCC(=O)N(CCOC)c1c(N)n(CC(C)C)c(=O)[nH]c1=O	i	i
COc1ccc(S(=O)(=O)N2CCC(C(=O)N3CCOCC3)CC2)cc1	i	i
COc1cc(C#N)ccc1OC(=O)C1CCN(C(=O)c2ccc(F)cc2)CC1	i	i
CCNc1nc(SC(C(C)=O)C(C)=O)nc(N(C)C)n1	i	i
C=CCN(CC(=O)NCC1CCCO1)C(=O)CCC(=O)Nc1cc(C)on1 (centres undefined)	i	i
Cc1cc(N)n(-c2ccc([N+](=O)[O-])cc2)n1	i	i
COc1ccc(N2C(=O)N3[C@H](c4ccc(Cl)cc4)[C@@H]4C(=O)N(C5CCCCC5)C(=O)[C@@H]4[C@]3(C)C2=O)cc1	i	i
O=C(Nc1ccc(F)cc1Cl)c1ccc2c(=O)n3c(nc2c1)CCCCC3	i	i
CCn1c(-c2ccc(C(C)(C)C)cc2)n[nH]c1=S	i	i
CC(NC(=O)C12CC3(C)CC(C)(CC(C)(C3)C1)C2)C(=O)O (centres undefined)	i	i
COc1cc(/C=N/NC(=O)c2cc(-c3cccc(OC(C)C)c3)nc3ccccc23)ccc1O	i	i
CNc1ccccc1C(C)(C)c1cc(-c2ccco2)n[nH]1	i	i
NC(=O)c1cc(S(=O)(=O)N2CCN(c3cccc(Cl)c3)CC2)cs1	i	i
COc1ccc(CNC(=O)c2ccc(Cn3cc(Cl)cn3)o2)cc1	i	i
COc1ccccc1CNC(=O)Cc1csc(NC(=O)Nc2ccccc2OC)n1	i	i
O=C(CN1C(=O)c2ccccc2C1=O)NCC1COc2ccccc2O1 (centres undefined)	i	i
c1ccc(CNc2nc(NCc3ccccc3)c3ccccc3n2)cc1	i	i
O=C(Nc1nccs1)c1cc(S(=O)(=O)N2CCOCC2)c(Cl)cc1Cl	i	i
CCOc1ccccc1-n1c(SCC(=O)NCc2ccco2)nnc1-c1ccncc1	i	i
N#C/C(=C/c1ccc(N2CCCCC2)o1)c1cccc(F)c1	i	i
CCCOc1ccc(N2CC(C(=O)Nc3ccccc3F)CC2=O)cc1 (centres undefined)	i	i
CCNC(=S)NNC(=O)c1ccc(=O)n(Cc2ccccc2)c1	i	i
C(=Nc1cccc2c(N=Cc3ccco3)cccc12)c1ccco1	i	i
O=C(c1cc(-c2ccc(Cl)cc2Cl)on1)N1CCN(C(=O)c2ccco2)CC1	i	i
CCn1c(SCC(=O)Nc2ccc(NC(C)=O)cc2)nnc1C1CC1	i	i
CC(=O)/C(N=Nc1ccc2c(c1)OCCO2)=C(\C)O	i	i
Cc1cc(Sc2nc(N(C)C)nc(N(C)C)n2)nc(Cl)n1	i	i
COc1cccc(OCc2cc(/C=N/NC(=O)c3ccn[nH]3)ccc2OC)c1	i	i
O=C1c2ccccc2C(Nc2ccc(S(=O)(=O)N3CCOCC3)cc2)N1c1cccnc1 (centres undefined)	i	i
CN(CC(=O)Nc1ccc(Cl)c(C(F)(F)F)c1)C(=O)Cc1cccs1	i	i
Cc1ccc(C)c(NC(=O)C2CC(Cl)=CCC2C(=O)O)c1 (centres undefined)	i	i
CCOC(=O)CC1C(=O)NCCN1S(=O)(=O)c1cc(Cl)c(Cl)cc1Cl (centres undefined)	i	i
COc1ccc(C2NC(=S)NC3=C2CCc2ccccc23)cc1OC (centres undefined)	i	i
O=C(O)CCC(=O)Nc1nc2ccc([N+](=O)[O-])cc2s1	i	i
O=C(COc1ccc(Br)cc1)Nc1ccc(NC(=O)c2ccccc2)cc1	i	i
CCN1CCN(c2nc3ccccc3n3cnnc23)CC1	i	i
CSc1cccc(NC(=O)CN(Cc2ccc(Cl)cc2)S(C)(=O)=O)c1	i	i
COc1ccc(S(=O)(=O)N2CCCOC2CNC(=O)C(=O)NCCc2ccco2)cc1C (centres undefined)	i	i
CC(C)=CCc1c(O)c(CC=C(C)C)c2c(c1O)-c1cc(O)c(O)cc1CC2	i	i
COc1ccccc1NC(=O)C1CCCN(C(=O)NCc2ccccc2)C1 (centres undefined)	i	i
CCC(C(=O)N/N=C(\C)c1cccnc1)c1ccccc1 (centres undefined)	i	i
COc1ccc(Cc2nc3ccc(C(=O)NCCSC)cc3o2)cc1	i	i

Next part
SMILES	CHT block	CHT PAM
COc1cc(S(=O)(=O)N2CCCCCC2)ccc1-n1cnnn1	i	i
Cc1nc2ccc(N)cc2c(=O)n1Cc1ccc(Cl)cc1	i	i
CC(C)(C)CC(=O)Nc1ccc(Nc2ccccc2)cc1	i	i
COc1cc(CN2CCNC(=O)C2CC(=O)N(C)CCCN2CCOCC2)cc(OC)c1 (centres undefined)	i	i
CCCn1c(=O)c2ccccc2n2c(SCC(=O)c3ccc(CC)cc3)nnc12	i	i
O=C(c1cccc([N+](=O)[O-])c1)N1CCN(C/C=C/c2ccccc2)CC1	i	i
CC(=O)Nc1ccc(S(=O)(=O)N2C(=O)c3cccc4cccc2c34)cc1	i	i
COc1ccc(C2(C(=O)Nc3ccc(C(=O)N4CCOCC4)cc3)CCOCC2)cc1	i	i
O=C(NCC1CCCO1)C1CCN(C2CCN(Cc3ccco3)CC2)CC1 (centres undefined)	i	i
COc1ccc([C@@H]2[C@@H]3C(=O)N(C(C)(C)C)C(=O)[C@@H]3[C@]3(CC(C)C)C(=O)N(c4cccc(F)c4)C(=O)N23)cc1	i	i

A draw from above in order of length of the SMILES, falling:
SMILES	CHT block	CHT PAM
COc1ccc([C@@H]2[C@@H]3C(=O)N(C(C)(C)C)C(=O)[C@@H]3[C@]3(CC(C)C)C(=O)N(c4cccc(F)c4)C(=O)N23)cc1	i	i
COc1ccc(C2(C(=O)Nc3ccc(C(=O)N4CCOCC4)cc3)CCOCC2)cc1	i	i
O=C(NCC1CCCO1)C1CCN(C2CCN(Cc3ccco3)CC2)CC1 (centres undefined)	i	i

Further records follow:
SMILES	CHT block	CHT PAM
COc1ccc(C(=O)Nc2ccc(Cl)cc2C(=O)NCCO)cc1	i	i
CC(Sc1nnc(Cc2cccs2)n1C1CCCCC1)C(N)=O (centres undefined)	i	i
Cc1cc(=O)[nH]c(SCC(=O)Nc2nc3c(s2)CCCC3)n1	i	i
COc1ccc(CCNC(=O)C2CC(=O)N(c3ccccc3)C2)cc1OC (centres undefined)	i	i
CS(=O)(=O)N(CCC#N)Cc1ccco1	i	i
CC(C)c1ccc(NS(=O)(=O)c2ccc(Cl)nc2)cc1	i	i
COc1ccc(C(C)=O)cc1COC(=O)c1ccc(S(=O)(=O)N(C)C)cc1	i	i
COc1ccc(C(CNC(=O)Cc2ccc3ccccc3c2)N(C)C)cc1 (centres undefined)	i	i
COC(=O)c1ccc(CSc2ccc3nnc(-c4ccccc4)n3n2)o1	i	i
CCn1c(CCNC(=O)c2cccs2)nnc1SCC(=O)Nc1nc(-c2ccccc2)cs1	i	i
CC(C)Oc1cccc(C(=O)Nc2ccc(N3CCN(C)CC3)cc2)c1	i	i
O=C(COc1ccccc1)N(CCc1ccccc1)c1nc(-c2ccc(F)cc2)cs1	i	i
COCCNC(=S)N1C2CCC1CC(NC(=O)NC13CC4CC(CC(C4)C1)C3)C2 (centres undefined)	i	i
COc1ccc2c(c1)C(=O)C(=O)N2CCS(=O)(=O)c1ccccc1	i	i
O=C(c1ccco1)N1CCN(C(=O)c2ccc(CS(=O)c3ccc(F)cc3)o2)CC1 (centres undefined)	i	i
O=C(CN1CCOCC1)NCCNC(=O)CN1CCOCC1	i	i
Cc1cc(Br)c(NC(=O)COC(=O)C2CC2C)c(Br)c1 (centres undefined)	i	i
C/C(=N/NC(=O)c1ccncc1)c1cc2ccc(O)cc2oc1=O	i	i
Cc1cc(-c2nc(-c3ccc(C(C)(C)C)cc3)no2)no1	i	i
Nc1nc(-c2cccc(Br)c2)cs1	i	i
CCOC(=O)C1CCN(C(=O)c2c(C)oc3c2C(=O)c2ccccc2C3=O)CC1	i	i
CCOc1ncccc1C(=O)OCC(=O)Nc1c(C)cc(C)cc1C	i	i
COc1ccc(Nc2nc3ccccc3c(=O)[nH]2)cc1	i	i
CCOC(=O)c1ccc(NC(=O)CSc2nnc(-c3cccs3)n2C)cc1	i	i
Cc1ccc(CN2C(=O)CCC2C(=O)NCc2cccnc2)cc1 (centres undefined)	i	i
COc1cccc(Nc2nc(N)c([N+](=O)[O-])c(NCc3ccccc3)n2)c1	i	i
CCc1ccc(NC(=O)COC(=O)CCCC2=NS(=O)(=O)c3ccccc3N2)cc1	i	i
COc1ccc(C(=O)OCCNC(=O)c2c(Cl)nc3ccccn23)cc1	i	i
CCn1c(=O)c(-c2cc(=O)[nH][nH]2)c(O)c2ccccc21	i	i
FC(F)(F)c1ccccc1NC(=S)N1CCCCCC1	i	i
N/C(=N\O)c1ccc(N2CCN(c3ncccc3C(F)(F)F)CC2)nc1	-5.66*	i
CC(CN1CCCCC1)OC(=O)COc1ccc(Br)cc1 (centres undefined)	i	i
O=[N+]([O-])c1cccnc1NCCc1c[nH]c2ccccc12	i	i

Screening results deposited in PubChem BioAssay by Johns Hopkins Ion Channel Center.
